ERG-DNA inh – blocks human ERG Ets domain binding to DNA | fluorescence polarization, His-ERG Ets domain / labelled DNA | Potency, µM (titrated, usually from 76.9 µM), inactives show at the highest dose FP activity, negative = inhibition, usual class: inhibitors | 0.028% of 370,000 active; active = well fitted inhibition curve with a large enough effect in the polarisation, with a control signal flat; inconclusive = small, poorly fitted or top-dose-only effect, or effect the other way, or a change in a side signal; inactive = no such curve, though single readings can be large or run the other way; the % refers to the polarisation;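 also: polarization taken with two DNA probes labelled with fluorescein and Texas red; potency is read from the fitted curve at half-maximal effect; % of control where 0% means no effect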
Target sequence (P11308 whole entry, looked up, the tested form may be a part): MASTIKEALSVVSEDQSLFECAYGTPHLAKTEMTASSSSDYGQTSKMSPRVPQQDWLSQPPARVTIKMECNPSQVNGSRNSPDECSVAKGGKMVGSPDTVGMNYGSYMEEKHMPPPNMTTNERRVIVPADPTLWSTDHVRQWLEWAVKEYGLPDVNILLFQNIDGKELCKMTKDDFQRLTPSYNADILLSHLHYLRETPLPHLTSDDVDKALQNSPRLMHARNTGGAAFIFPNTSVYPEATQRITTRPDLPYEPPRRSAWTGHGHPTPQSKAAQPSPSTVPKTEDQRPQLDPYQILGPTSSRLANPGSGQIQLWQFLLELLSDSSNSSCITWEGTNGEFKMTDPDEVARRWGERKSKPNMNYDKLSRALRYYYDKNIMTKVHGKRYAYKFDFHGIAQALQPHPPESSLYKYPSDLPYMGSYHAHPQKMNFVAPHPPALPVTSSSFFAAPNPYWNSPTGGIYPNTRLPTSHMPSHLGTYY
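His-tagged ERG Ets domain (1 uM in the protein solution; 300mM KCl, 50mM Tris-HCl, 1mM EDTA, 1mM DTT, pH 7.5) received compound, then a probe mix of 5 nM fluorescein-DNA and 100nM Texas-615-DNA. Fluorescence polarization was read for both dyes.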
RGS4 inhibitor – human RGS4 inhibition; P49798; Transcreener GDP fluorescence polarization, RGS4-accelerated GTP hydrolysis; Potency, µM (highest dose often 114 µM), inactives show at the top dose activity change, negative = inhibition, hits mostly inhibitors; 0.039% of 390,000 active; also: potency is read from the fitted curve at half-maximal effect; % is scaled to controls: 0 for no effect and ±100 for the full control effect; nearly all actives have a fitted effect of over 75% in size; some results filed as inactive show a strong effect at the top dose
Target sequence (P49798 whole entry, looked up): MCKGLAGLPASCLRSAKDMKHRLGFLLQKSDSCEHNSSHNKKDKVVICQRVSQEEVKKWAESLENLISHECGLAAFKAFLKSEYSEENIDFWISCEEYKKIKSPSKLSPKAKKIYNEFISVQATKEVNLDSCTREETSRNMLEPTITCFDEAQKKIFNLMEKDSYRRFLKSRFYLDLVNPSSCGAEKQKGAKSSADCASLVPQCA
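MLSMR compounds (23 nl, pin-transferred) preincubated 10 min at room temperature with a 500nM (2x) first reagent, then RGS4 at 900nM (2x) plus Transcreener GDP mix added; fluorescence polarization (620/688 nm) read before and after 90 min at 30 °C.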
GRP78 ERSR act – ER stress response induction in glioma | U87-MG GRP78 promoter luciferase reporter, 16 h | Potency, µM, for inactives: at the highest dose activation, actives largely listed as activators | 0.02% of 420,000 active | AID 602332; also: potency is read from the fitted curve at half-maximal effect; series mostly up to about 76 µM; % of control where 0% means no effect; nearly all actives have a fitted effect of over 35% in size
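Stably transfected U87-MG human glioma cells carrying a GRP78-based luminescent sensor were seeded at 1000 cells/well, pin-dosed with compounds and incubated 16 h. Luciferase reagent was then added, and end-point luminescence was read after 10 min at room temperature.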
12-LOX inh – inhibitors of human 12S-lipoxygenase ALOX12; P18054; Potency, µM (doses to about 108 µM), without a hit: at the highest dose activity change, negative = inhibition, actives largely listed as inhibitors; 1.1% of 580,000 active; AID 1671190; purified 12hLO, xylenol orange hydroperoxide absorbance; also: potency is read from the fitted curve at half-maximal effect; % is scaled to controls: 0 for no effect and ±100 for the full control effect
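Purified human 12hLO (150 nM final) in 25 mM Hepes, 0.01% Triton X-100, pH 7.0 was preincubated 15 min at room temperature with compound. Then 40 uM arachidonic acid was added, 30 min. Hydroperoxide was read by Fe-XO absorbance ratio 573/405 nm.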
LDHA inh – blocks human lactate dehydrogenase A | purified LDHA, NADH/diaphorase-resazurin fluorescence; active compounds read low | activity change, % (values are at about 110 or 230 µM) | AID 1347041 | 0.15% of 480,000 active; in the data active = activity change below about -30%; inconclusive = mostly about -25% to -30%;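 also: plate controls were DMSO wells for no effect and wells without enzyme for full effect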
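Remaining NADH was detected by diaphorase (0.133 mg/mL) converting 37 µM resazurin to fluorescent resorufin, read at 0 and 20 minutes. The preceding 5-minute room-temperature reaction used 2 nM LDHA, 0.2 mM sodium pyruvate and 0.06 mM NADH at pH 7.4.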
D2 agonist – D2 dopamine receptor (human) agonism; activation, % at 2 µM; P14416; 0.53% of 340,000 active; HEK293 T-REx D2 cells, calcium flux agonist mode;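 active = activation over 3 SD above normal in the single-dose calcium agonist read, cut at about 30% in these data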; also: 0% is about no effect
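In this primary screen, compounds producing a positive calcium signal within 180 s of addition to tetracycline-induced, force-coupled HEK293 Trex D2 cells are flagged; cells are dye-loaded with a no-wash calcium kit beforehand.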
Vif-A3G inh – inhibitors of Vif-APOBEC3G interaction; 0.076% of 410,000 active; Potency, µM (doses to about 46.1 µM), for inactives: at the highest dose activity, negative = active, most hits filed as inhibitors; Q9HC16; HeLa A3G-eYFP + Vif (tagged APOBEC3G with the HIV-1 protein that degrades it), YFP fluorescence, overnight;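 also: potency is read from the fitted curve at half-maximal effect; % is scaled to controls: 0 for no effect and ±100 for the full control effect; nearly all actives have a fitted effect of over 60% in size; hits raise eYFP signal because A3G escapes Vif-driven loss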
Target sequence (Q9HC16 whole entry, looked up): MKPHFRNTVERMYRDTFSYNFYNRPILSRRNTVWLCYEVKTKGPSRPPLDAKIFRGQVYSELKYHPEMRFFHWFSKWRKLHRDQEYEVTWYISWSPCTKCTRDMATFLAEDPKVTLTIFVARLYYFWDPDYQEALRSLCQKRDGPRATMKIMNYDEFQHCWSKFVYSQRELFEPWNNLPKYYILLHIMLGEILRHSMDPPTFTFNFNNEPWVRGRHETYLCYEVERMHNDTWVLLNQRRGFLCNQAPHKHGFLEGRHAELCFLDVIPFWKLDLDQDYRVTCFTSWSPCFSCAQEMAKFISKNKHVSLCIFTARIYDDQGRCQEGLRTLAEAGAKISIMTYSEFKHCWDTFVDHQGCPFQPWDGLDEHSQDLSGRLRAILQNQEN
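Read-out is eYFP fluorescence (Ex 488/Em 500-530) from Vif-expressing HeLa A3G-eYFP cells; more signal means A3G escaped Vif-mediated degradation. Cells plated overnight, compound pinned in, incubated overnight at 37 deg C.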
Vif-A3F inh – inhibitors of Vif-A3F interaction. HeLa A3F-eYFP + Vif (tagged APOBEC3F with the HIV-1 protein that degrades it), YFP fluorescence increase. Potency, µM (top dose mostly 46.1 µM), without a hit: top-dose activity, negative = active. 0.2% of 390,000 active. AID 602313; also: potency is read from the fitted curve at half-maximal effect; % of control where 0% means no effect; nearly all actives have a fitted effect of over 65% in size
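HeLa cells stably expressing Vif plus C-terminally eYFP-tagged A3F were seeded, incubated overnight at 37 deg C, dosed with compound, incubated overnight again at 37 deg C. Yellow fluorescence (Ex 488/Em 500-530) reported blocked Vif-mediated A3F-eYFP degradation.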
D2 antag – antagonists of human D2 dopamine receptor; inhibition, % at 10 µM; P14416; AID 485344; HEK293 TREx D2 cells, calcium flux, dopamine EC80; 2% of 340,000 active; in the data active = inhibition above about 30%; also: 0% is about no effect
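Tetracycline-induced HEK293 T-REx cells expressing D2 force-coupled to calcium signalling were dye-loaded, exposed to compound for 180 s, then challenged with an EC80 of dopamine; calcium flux was followed kinetically for a further 180 s.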
Active calls of the source: *; ? = inconclusive; · = no result given; [ ] = remark or other dose. Unless noted, calls follow the shape of the dose curve; as a rule, active = well fitted curve in the direction sought with a large enough effect; inconclusive = small, poorly fitted or top-dose-only effect, or another doubt; inactive = no such curve, though single readings can be large; an effect the other way counts as inactive or inconclusive. Not all compounds are listed; count on the stated rates, not on these rows.

SMILES	ERG-DNA inh	RGS4 inhibitor	GRP78 ERSR act	12-LOX inh	LDHA inh	D2 agonist	Vif-A3G inh	Vif-A3F inh	D2 antag
Cn1cnnc1SCc1ccccc1Br	-4%	-11%	-5%	4%	-4	0.3	2%	-1%	1
CCOC(=O)c1cc(C#N)c(Nc2ccc(C)cc2)nc1C(F)(F)F	-10%	-52%	-4%	2%	-8	1.0	-6%	2%	-11
Nc1cc(N2CCCC2)ccc1[N+](=O)[O-]	-2%	-16%	1%	-26%	5	-0.1	2%	-14%	1
COc1ccc(NC(=O)CSc2nc3ccccc3nc2N2CCCC2)c(OC)c1	-5%	16%	-2%	3%	-14	2.3	2%	0%	23
CCN(CC)C(=O)[C@H]1C[C@H](CC(=O)NCCCN(C)C)C(=O)N2CCc3c([nH]c4cc(-c5ccco5)ccc34)[C@]12C	5%	-30%	-2%	-11%	-24	·	7%	8%	·
CN1CCN(c2ncnc3c2ncn3[C@H]2CN(Cc3ccccc3)C[C@@H](CO)O2)CC1	·	·	-1%	26%	-10	·	-1%	·	·
O=S(=O)(c1ccc2c(c1)OCCO2)N1CCC(c2nc3ccc(Cl)cc3[nH]2)CC1	5%	13%	-4%	-4%	-8	0.1	0%	-9%	-27
Cc1ccnc2nc(C(=O)OCCOc3ccccc3)nn12	6%	-22%	3%	0%	-1	0.5	1%	1%	6
CSCCC(NC(=O)c1ccco1)C(=O)OCC(=O)N1c2ccccc2NC(=O)C1(C)C (centres undefined)	-13%	-2%	-6%	-14%	-1	·	6%	7%	·
C[C@@H]1CN([C@H](C)CO)C(=O)CCCn2nncc2CO[C@H]1CN(C)S(=O)(=O)c1ccc2c(c1)OCCCO2	·	·	4%	-16%	-3	·	1%	-1%	·
CCc1cccc(CC)c1NC(=O)c1cccc(NC(=O)c2ccccc2)c1	3%	-3%	-3%	-10%	1	·	3%	4%	·
CC1CCN(CCCNC(=O)c2cc(Sc3ccc(F)cc3)nc3ccccc23)CC1	-4%	-10%	-2%	-27%	-6	-0.8	3%	2%	·
CCC(=O)NC(=S)NNC(=O)COc1ccc(Br)cc1	14%	-9%	-2%	0%	-8	1.5	3%	4%	-2
COc1ccc(-c2[nH]ncc2CN2CCC(OCc3ccccc3)CC2)c(F)c1	5%	-2%	-2%	-5%	-1	·	2%	-4%	·
O=C(O)c1ccc(-n2nnnc2SCc2ccccc2Br)cc1	-18%	-12%	-6%	-7%	-3	-0.3	-7%	-3%	11
CC(=O)NCC(=O)N(Cc1ccco1)C1(C(=O)NC2CCCCC2)CCCCC1	-1%	-20%	-3%	?	-4	0.8	-2%	0%	73*
N#Cc1ccc(-c2csc(NC(=O)c3cc(-c4cccs4)nc4ccccc34)n2)cc1	0%	-4%[56.9 µM]	6%	-4%	-5	0.2	3%	-7%	-11
CCN(Cc1ccncc1)C(=S)NCc1ccccc1	2%	-30%	-5%	41%[activator]	-2	1.1	1%	10%	1
COC(=O)COc1ccccc1C(=O)Nc1ccc(OC)cc1	-5%	3%	3%	-13%	-10	1.8	0%	1%	-3
COc1ccccc1Oc1cc(C#N)c(C#N)cc1-n1nnc2ccccc21	12%	-1%	1%	?	-2	0.4	-4%	-1%	5
N#Cc1ccc(-c2nc3ccc(Cl)cn3c2Cc2cccc(F)c2)cc1	·	·	-2%	-23%	-9	·	-12%	·	·
Cc1cc(Cl)ccc1OCC(=O)OCC(=O)N1CCC(C(N)=O)CC1	-1%	9%	-3%	-2%	-3	0.2	0%	-1%	-21
CCN(CC)C(=O)/C=C/c1ccc(OC)c(S(=O)(=O)N2CCCCC2)c1	0%	-2%	-1%	-3%	-8	0.3	-3%	7%	-3
CCOC(=O)N1CCC(NC(=O)c2cc3cc4cc(OC)ccc4nc3o2)CC1	-4%	0%	-9%	22%	1	-1.2	0%	-3%	4
CSc1cccc(CN2CCN(CCc3ccccc3)C(CCO)C2)c1 (centres undefined)	-4%	35%	-3%	-3%	0	-0.2	-1%	1%	27
COC(=O)c1noc(C)c1-c1ccnn1C(=O)c1ccc(Cl)cc1	5%	8%	-1%	4%	0	-0.2	-1%	3%	-18
CCCN(CCC)Cc1c(C(=O)N/N=C/C(C)=C\c2ccccc2)nnn1-c1nonc1N	7%	-22%	-1%	1%	3	-2.8	3%	2%	-18
Cc1noc(C)c1S(=O)(=O)N(C)C[C@H]1Oc2c(NC(=O)Nc3ccc4c(c3)OCO4)cccc2C(=O)N([C@H](C)CO)C[C@@H]1C	0%	17%	-1%	?	6	·	-5%	5%	·
Cc1ccc(NS(=O)(=O)c2ccccc2F)cc1S(=O)(=O)N1CCCCC1	1%	9%	-3%	-2%	-2	0.3	4%	2%	-12
CC1=N/C(=C\c2ccc([N+](=O)[O-])cc2)C(=O)N1c1ccc(Br)c(C)c1	·	2%	-1%	-8%	-1	2.0	0%	-25%	0
N#Cc1nc(-c2ccc(Cl)cc2)oc1NCCc1ccccn1	2%	6%	4%	0%	-10	0.6	1%	4%	-1
CC(C)OC(=O)C1C(=O)CC(C)(O)C(C(=O)OC(C)C)C1c1cccc([N+](=O)[O-])c1 (centres undefined)	4%	7%	-7%	-1%	-7	-0.2	-1%	3%	-9
CCCc1n(CC)c2ccccc2[n+]1CC(O)COC1CCCCC1 (centres undefined)	-6%	-11%	1%	?	-14	-0.2	3%	7%	0
Cc1ccc2c(c1)N(Cc1cccc(F)c1)C(=O)C(C)O2 (centres undefined)	-6%	-10%	1%	295%[activator]	-3	0.8	9%	?	-7
CCOC(=O)CN1CC23C=CC(O2)C(C(=O)N2CCN(c4ccc(F)cc4)CC2)C3C1=O (centres undefined)	0%	-5%	-3%	24%	-5	0.4	1%	2%	-3
C=CCOc1c2ccc(C(=O)NCc3ccc(OC)cc3)cc2nn1C	-1%	12%	-4%	?	0	-0.2	0%	3%	-6
O=C(O)c1cc2nc(-c3cccs3)cc(C(F)(F)F)n2n1	6%	17%	-1%	-16%	-3	0.4	-4%	12%	14
CCOC(=O)C1CCN(c2nc3ccccc3n2CC(=O)c2ccccc2)CC1	-12%	17%	-5%	-18%	-2	·	-8%	-4%	·
COC(=O)CCC(=O)NS(=O)(=O)c1ccc(N=NN2CCOCC2)cc1	7%	8%	-3%	3%	-1	0.3	1%	-5%	13
O=c1[nH]c2ccc(NCc3ccc(F)cc3)cc2[nH]1	3%	-47%	0%	-3%	-13	-1.3	-1%	8%	-13
COC(=O)c1cc(OC)c(OC)cc1NC(=O)c1cc(OC)cc(OC)c1	-4%	1%	-6%	-4%	-5	1.1	-1%	2%	-1
Cc1ccc(CNC(=O)CCC2CCCN(Cc3cc4ccccc4o3)C2)o1 (centres undefined)	-8%	29%	1%	8%	1	-0.3	-6%	-3%	-15
CCN1CCc2c(OCC(=O)N3CCC(C)CC3)cccc2C1=O	9%	-24%	-1%	37%[activator]	-1	0.0	0%	-25%	-23
COc1ccc(C2C(C(=O)/C=C/c3ccco3)=C(O)C(=O)N2CCN2CCOCC2)cc1OC (centres undefined)	-2%	?	-3%	-28%	3	·	0%	-10%	·
O=C(CSc1nc(O)cc(=O)n1-c1ccccc1)N1CCCCC1	-1%	9%	-3%	3%	1	0.2	-3%	-7%	-7
Cc1nc2cc3ccccc3cc2n1C	-8%	-6%	2%	-22%	13	0.2	-1%	0%	-6
Cc1cccc(C(=O)Nc2cccc3c2CCCC3)c1	-1%	-5%	-1%	8%	-2	2.2	1%	10%	0
CC(NC(=O)c1ccco1)C(=O)OCc1cccc(C(F)(F)F)c1 (centres undefined)	15%	-14%	-2%	12%	-3	·	3%	10%	·
COc1cc(OC)c(NC(=O)N2CCC(CN3CCCC3)CC2)cc1Cl	-4%	-22%	-1%	15%	3	·	-2%	5%	·
N#Cc1ccc(C23CC4CC(CC(C4)C2)C3)[nH]c1=O	-8%	52%	-5%	0%	-15	0.4	1%	-2%	-8
CN(C)c1cccc2c(S(=O)(=O)NCc3ccc(S(N)(=O)=O)cc3)cccc12	-10%	-1%	-5%	238%[activator]	4	-0.1	2%	7%	12
O=C(/C=C/c1ccccc1[N+](=O)[O-])NCCN1C(=O)S/C(=C\c2ccc(F)cc2)C1=O	4%	-18%	0%	440%[activator]	-2	1.7	-1%	-5%	-10
Cc1ccc(NC(=O)N2CCC(NC(=O)c3cccc(F)c3)CC2)cc1	10%	-6%	-5%	-3%	-3	-2.4	0%	13%	-15
Cc1ccc2nc(NC(=O)CSCC(=O)OCC(=O)c3ccccc3)sc2c1	8%	-12%	-10%	-19%	0	-0.2	-2%	6%	5
N#Cc1cc(C(=O)c2ccccc2OCC(=O)Nc2ccccc2Cl)cn(C2CCCCC2)c1=O	-5%	-23%	-1%	2%	-1	2.7	0%	-2%	2
CCn1c(=S)[nH]c2ccccc21	1%	4%	-2%	-10%	-9	0.5	2%	·	16

Bioassay records from PubChem.
